# Yfh1-depleted yeast – mitochondrial function rescue without frataxin homolog – Friedreich's ataxia, plus single-dose screen, dose response (AID 1465); hit rate 0.074% among 220,000; fold induction at 50 µM; hits with a dose series show EC50 in µM; S. cerevisiae Yfh1-off respiration, WST-1 reduction, 72 h; higher fold induction means a stronger effect;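 active means fold induction of absorbance versus untreated yeast above a set limit, then at least 30% activation at any dose in follow-up; inconclusive means repeats straddling the limit, or above it without dose testing; inactive means fold induction below the set limit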;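 further: activators that raise dye reduction in frataxin-depleted yeast; strong numbers were not always called active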
# MT stabilize HCS – microtubule stabilization, imaging screen; HeLa tubulin immunostaining HCS, 24 h; share of cells brighter than vehicle mean+2SD; % tubulin-high responders, % at 10 µM; hit rate 0.83% among 200,000; AID 2205;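 active means plate Z-score above 3 for both tubulin-high and condensed-nucleus cell shares, with cell loss under 80%, at 10 µM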;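 further: anti alpha tubulin signal scored within the nucleus-defined area of each cell; some results filed as inactive read as strong as hits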
# Insulin prom up – MIN6 insulin promoter up-regulation; MIN6 insulin promoter-GFP reporter, high-content imaging; hits give high values; z-score at 5 µM; hit rate 0.3% among 190,000;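 active means z-score above 3 at 5 µM with at least 500 cells counted in the well; inconclusive means wells under 500 cells, flagged as cytotoxic or low count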
# Dynein cargo inh – blocks dynein driven cargo transport along microtubules; 3617.4 mouse cells, GR-EGFP nuclear translocation imaging; test concentration mostly 20 µM; stimulated with dexamethasone, 1 µM; hits give low values; z-score, hits read low; hit rate 0.47% among 220,000;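 active means plate z-score of nuclear minus cytoplasmic receptor signal below a set negative limit, without overly bright fluorescence or cell loss, cut at about -3.5 in these data, passing the limit was not always enough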;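 further: z-score of nuclear minus cytoplasmic ring GR-EGFP intensity difference per well; some compounds called inactive have numbers as strong as hits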
#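 Also added: dexamethasone, 1.0 µM final. Medium: tet-free, stripped-serum medium. Detection: fixed, Hoechst-stained cells imaged at 10x for EGFP. Read-out: nuclear-to-cytoplasmic GR-EGFP distribution per well. Times: induction 48 h, compound 1 h, agonist 30 min.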
# bCat nuc transl – alters nuclear translocation of beta-catenin in HeLa cells | immunofluorescence imaging | nuclear translocation activity, % at 5 µM | hit rate 0.3% among 190,000;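 active means nuclear translocation activity above 50% at 5 µM, with a well cell count of 50 or more; inconclusive means wells under 50 cells across six images, flagged as toxic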;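 further: per-cell ratio of nuclear to cytoplasmic median beta-catenin stain intensity; plate controls were DMSO negative control for no effect and GSK-3 inhibitor IX positive control for full effect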
#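 Signal – beta-catenin immunofluorescence imaging with DAPI · Test system – human HeLa cell line · Dosing – 5 µM primary single dose, 0.1% DMSO, 0.02–20 µM confirmation series · Measure – % activation, nuclear-to-cytoplasmic median beta-catenin signal ratio per cell · Incubation – 24 h compound exposure at 37°C, 5% CO2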
# AID2073 – disruptors of CaV2.2 binding to Mint1 – biochemical, HTRF (AID 2073). inhibition, % at 20 µM, or IC50 in µM where a hit was titrated. hit rate 0.19% among 290,000. HTRF protein-protein interaction, Mint1-CaV2.2; higher % means a stronger effect; in the data active means inhibition mostly above about 51%, no sharp cut-off; inconclusive means no clear call, values can overlap the other calls; inactive means mostly below about 53%; further: some results filed as inactive read as strong as hits
# WT yeast gro inh – growth inhibition of WT yeast, mitochondrial fusion screen; AID 1362; mitochondrial fusion phenotypic screen, WT strain; inhibition, % at 10 µM; hit rate 2.1% among 190,000; in the data active means inhibition above about 58%; tested in S. cerevisiae
# HIV peptide binding – cell-free HIV fusion peptide-binding blockers – biochemical, uHTS, fluorescence dequenching, primary screen (AID 1986). inhibition, % at 20 µM, or IC50 in µM where a hit was titrated. hit rate 0.3% among 290,000. cell-free peptide binding, fluorescence dequenching, 30 min; higher % means a stronger effect; in the data active means inhibition mostly above about 52%, no sharp cut-off; inactive means mostly below about 76%; further: some results filed as inactive read as strong as hits
# Autophagy HCS – modulators of autophagy; calls only at 10 µM (by protocol); MEF GFP-LC3 puncta imaging; test concentration mostly 10 µM; AID 463193; hit rate 0.98% among 190,000;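 active means percentage of spot-positive cells more than 3 SD above its plate mean, without a fluorescence outlier flag or 80% toxicity; inconclusive means no clear call, values can overlap the other calls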;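 further: spot-positive cell cutoff set from DMSO-treated cells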
# WT yeast gro inh mutant strain – recorded beside WT yeast gro inh, whose call it bears; inhibition, %; mitochondrial fusion phenotypic screen, mutant strain inhibition
# Dynein cargo inh cytoplasmic EGFP – further read-out of Dynein cargo inh, marked with its call; z-score; measured here: cytoplasmic GR-EGFP intensity; hits give high values
# Dynein cargo inh nuclear GR-EGFP – further read-out of Dynein cargo inh, marked with its call; z-score; measured here: nuclear GR-EGFP intensity;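 lower value marks the stronger effect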
# Dynein cargo inh cell count – further read-out of Dynein cargo inh, marked with its call; z-score; measured here: cell count per field
# Insulin prom up cell count – further read-out of Insulin prom up, marked with its call; cell count; measured here: cytotoxicity, nuclei count;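 total cells summed across four imaged fields per well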
# bCat nuc transl cell count 5 µM – also measured in bCat nuc transl; calls as there; cell count; measured here: cell count, cytotoxicity flag
# MT stabilize HCS Hoechst-high % – second read-out of MT stabilize HCS, no call of its own (marks repeat the call); % Hoechst-high responders; measured here: nuclear condensation Hoechst responders;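 share of cells brighter than vehicle mean plus two SD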
# MT stabilize HCS cytotoxicity % – also measured in MT stabilize HCS; calls as there; toxicity, %; measured here: cytotoxicity by cell density;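 0% = mean cell density of plate MIN control wells and 100% = no cells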
# Autophagy HCS cell loss 18 h – further read-out of Autophagy HCS, marked with its call; toxicity, %; measured here: cell loss, nuclei count;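 cell loss after 18 h compound exposure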
# * hit, by the source's call; i = inactive; ? = inconclusive; nt = not tested or not shown. Hits appear at their usual frequency; 4.2% or so of the library scored in one or more.
SMILES,Yfh1-depleted yeast,MT stabilize HCS,MT stabilize HCS Hoechst-high %,MT stabilize HCS cytotoxicity %,Insulin prom up,Insulin prom up cell count,Dynein cargo inh,Dynein cargo inh cytoplasmic EGFP,Dynein cargo inh nuclear GR-EGFP,Dynein cargo inh cell count,bCat nuc transl,bCat nuc transl cell count 5 µM,AID2073,WT yeast gro inh,WT yeast gro inh mutant strain,HIV peptide binding,Autophagy HCS,Autophagy HCS cell loss 18 h
Cc1ccccc1C1c2[nH]c3ccccc3c2CCN1CCCn1cccn1 (stereo not drawn),i,3.6,2.5,4.7,nt,nt,0.15,-0.25,0.24,-0.13,-0.3,1075,2%,29,29,-1.0%,i,11
CCCCC(=O)N(CCOC)c1nnc(-c2cccnc2)s1,i,1.0,1.1,1.3,0.13,1529,1.6,-0.21,1.2,-0.86,-3.9,1000,-8%,7,11,-0.5%,i,10
CCC(c1nnnn1CCc1ccccc1)N(Cc1ccco1)Cc1cc2c(C)ccc(C)c2[nH]c1=O (stereo not drawn),?,2.9,0.3,4.4,-2,1082,-0.59,-0.18,-0.43,0.57,-4.6,960,22%,6,7,4.2%,i,6
Cc1cccc(-n2ncc3c(N4CCCC4)ncnc32)c1,i,1.3,0.6,38,0.44,1155,-0.52,-0.18,0.2,-0.02,0.7,1143,15%,-17,-3,0.9%,i,-2
CCCOc1c(Br)cc(C2C3=C(CCCC3=O)N(CC)C3=C2C(=O)CCC3)cc1OC,i,3.5,1.1,3.5,-0.59,1186,0.01,-0.27,0.58,0.19,1.1,1108,2%,13,-6,5.5%,i,1
CCOC(=O)c1c(NC(=S)Nc2ccccc2)sc2c1CCN(CC)C2,i,4.6,2.2,6.2,0.97,1111,-0.47,-0.088,-0.42,0.052,-1.9,1402,-7%,23,11,-3.8%,i,17
O=c1cnc(-c2ccc(Cl)cc2)cn1O,i,2.3,2.8,3.9,0.85,1223,0.18,-0.36,-0.049,-0.49,-0.8,1079,7%,0,3,-0.8%,i,14
Cc1c(C(=O)OCc2ccccc2)nnn1-c1nonc1N,i,2.3,4.7,4.9,0.05,1539,-0.32,-0.26,0.061,0.5,-1.1,1433,-5%,-18,-84,-1.9%,i,6
Cc1ccc(-c2nnc(Sc3nc4ccccc4o3)c3ccccc23)cc1,i,9.0,12,25,nt,nt,-4.1*,0.35*,-1.2*,0.16*,-3.5,1221,-3%,-9,7,-0.5%,i,-21
Cc1nc(N)ncc1Sc1ccc(Cl)cc1,i,1.3,1.4,1.5,-1,1197,1.4,-0.3,0.73,-0.63,1.4,951,-2%,-21,0,0.4%,i,36
CCSc1nc2c(c(=O)[nH]1)C(c1ccncc1)C(C(=O)OC(C)C)=C(C)N2 (stereo not drawn),i,2.5,1.5,8.9,0.06,1517,0.73,-0.33,0.12,0.19,0.9,1359,-2%,-5,-2,1.3%,i,-2
Cc1ccc(C2N(c3ccc(F)cc3)C(=O)C3CCCN32)cc1 (stereo not drawn),i,2.3,3.2,2.9,0.95,951,1.2,-0.081,0.89,-0.69,nt,nt,-3%,19,13,-1.8%,i,8
CC(C)OC(=O)c1cccc(-c2ccc(C=O)o2)c1,i,2.3,1.8,3.4,1.2,1245,-1.5,-0.16,-0.45,0.089,-4.8,513,9%,14,-17,4.5%,i,13
COC(=O)c1cccc(S(=O)(=O)N2CCC(C)CC2)c1,i,3.5,1.6,3.5,-0.65,1184,1,-0.25,0.17,-1.1,-1.4,1061,-1%,8,9,-1.4%,i,5
C=CCNC(=O)c1ccccc1NC(=O)Cc1ccccc1[N+](=O)[O-],i,5.1,1.3,6.5,0.84,1547,2.9,-0.041,2,-1.8,3.1,1019,2%,7,-3,-1.6%,i,5
O=C(CCN1CCOCC1)Nc1c(-c2ccccc2)c2cc(Br)ccc2[nH]c1=O,i,3.2,1.3,4.0,-0.38,1587,-0.29,-0.24,-0.28,0.065,0.1,1039,3%,3,-5,-1.5%,i,-3
Cc1nc([N+](=O)[O-])c(N2CCOCC2)n1Cc1ccccc1,i,nt,nt,nt,0,963,1,-0.21,0.52,-0.47,0.2,1292,5%,nt,nt,0.3%,nt,nt
Nc1nc2sc3c(c2cc1C(=O)N1CCOCC1)CCCC3,i,2.3,1.3,6.4,0.42,1185,-0.63,-0.46,-0.41,0.29,-8.6,1007,15%,-32,-25,-0.2%,i,-9
Cc1cccc(-n2c(O)c(C=NC3CCS(=O)(=O)C3)c3ccccc3c2=O)c1C (stereo not drawn),nt,nt,nt,nt,0.49,1068,1.3,-0.27,1.2,-0.31,-0.6,1284,-2%,nt,nt,-0.9%,nt,nt
O=C(Nc1nc2ccccc2s1)Nc1ccc([N+](=O)[O-])cc1Cl,i,nt,nt,nt,-0.07,1050,-0.35,-0.26,0.32,0.039,-0.9,1223,25%,nt,nt,0.5%,nt,nt
COc1cccc(N2C(=O)C(c3ccccc3)=C(c3nc4ccccc4s3)C2NC(C)=O)c1 (stereo not drawn),i,2.2,1.8,7.4,nt,nt,-0.52,-0.13,-0.43,0.15,nt,nt,19%,70*,6.3*,0.6%,i,1
O=C(Nc1ccccc1)Nc1nc(-c2ccccc2)cs1,i,nt,nt,nt,0.06,1367,0.011,-0.22,-0.064,-0.068,-4.3,1231,7%,nt,nt,0.9%,nt,nt
COCCN(CCOC)Cc1c(O)ccc2c3c(c(=O)oc12)CCC3,i,1.4,1.2,5.9,0.18,1477,-0.14,-0.23,0.31,0.17,-5.2,926,?,2,-5,0.5%,i,2
COc1ccc(-c2nnn(CC(=O)N3CCOCC3)n2)cc1,i,1.1,1.5,7.3,-0.09,893,-0.051,0.26,0.33,-0.28,nt,nt,-8%,9,-4,1.6%,i,1
O=C1CC(c2ccccc2)n2nc(NC(=O)c3ccccn3)nc2N1 (stereo not drawn),i,4.9,2.9,2.5,0.85,1167,1.1,-0.23,1.1,-0.78,-0.4,762,3%,-17,-5,-0.8%,i,-3
CC(O)c1nc2ccccc2n1C/C=C/c1ccccc1 (stereo not drawn),i,3.9,3.0,5.8,-0.42,1269,-0.54,-0.25,-0.48,1.4,nt,nt,-4%,5,14,-2.1%,i,4
CCCOC(=O)CCNc1n[nH]c(=O)[nH]c1=O,i,4.2,2.1,8.3,nt,nt,0.96,-0.11,1.4,-1.2,-1.5,803,0%,4,-5,3.4%,i,6
COc1cccc(OCc2nc3ccccc3c(=O)n2N)c1,i,1.8,0.7,32,-0.13,1327,-0.24,-0.26,-0.14,-0.063,1.1,1061,-8%,-9,-12,2.2%,i,2
COCC(=O)NCc1nc2ccccc2n1Cc1ccccc1F,i,3.2,3.0,14,-0.4,1334,0.89,-0.14,0.79,-0.15,nt,nt,0%,1,4,1.3%,i,-11
Cc1cccc(NC(=O)CC2C(=O)NC3CCCCC3N2C(=O)c2ccccc2Cl)c1 (stereo not drawn),i,nt,nt,nt,0.56,1030,-0.6,-0.15,-0.33,1.4,-0.9,1394,12%,nt,nt,-0.6%,nt,nt
CCN1CCN(C(C(=O)NC2CCCC2)c2cc3c(cc2[N+](=O)[O-])OCO3)CC1 (stereo not drawn),i,3.4,2.5,13,-0.17,1250,1.1,-0.19,0.41,-0.42,-0.4,1059,2%,2,-2,8.5%,i,-1
O=C(/C=C/Nc1ccc(Br)cc1F)c1ccccc1,i,3.2,2.2,7.0,-0.07,1343,-0.19,-0.29,-0.52,-0.027,-3.9,576,-2%,41,24,0.0%,i,0
Cc1c(Br)c([N+](=O)[O-])nn1CC(=O)N1CCc2ccccc2C1,i,2.8,3.2,6.0,0.39,1373,1.2,-0.22,0.52,-1,-4.7,545,-7%,-13,-31,-0.7%,i,3
CCCCn1nnnc1NCc1cccnc1,i,2.7,1.0,2.2,0.34,1173,-0.52,-0.26,-0.51,-0.45,-0.9,1086,-3%,-9,6,-0.5%,i,-5
CC(=O)NCCC(=O)Nc1ccc(C(N)=O)cc1,i,3.2,2.0,4.9,-0.18,1375,1,-0.33,0.78,-0.37,-3.8,1184,6%,-25,9,1.3%,i,-6
CCc1cc2c(=O)c(-c3ccc4c(c3)OCCO4)coc2cc1OC(=O)c1ccco1,i,1.7,1.8,5.8,0.07,1306,0.75,-0.14,0.57,0.57,0.7,1102,8%,-23,-30,-0.1%,i,-2
Cn1c(=O)[nH]c(=O)c2c1nc(N1CCNCC1)n2Cc1cccc2ccccc12,i,4.2,1.9,5.3,-1.1,1323,1.9,-0.19,1.2,-1.6,nt,nt,0%,-7,3,1.7%,i,6
CC(C)(C)C(=O)NC1CCN(S(=O)(=O)c2ccc(C(F)(F)F)cc2)CC1,i,2.0,1.4,4.6,0.32,989,-0.093,-0.22,0.051,0.17,nt,nt,-11%,-10,-4,-0.3%,i,-9
COc1ccccc1Nc1nnc(SCC(=O)Nc2cc(C)on2)s1,i,1.4,1.4,3.6,0.19,943,-0.3,-0.23,0.44,-0.013,-0.1,1230,3%,-7,2,-4.7%,i,0
